Screening results: PubChem BioAssay, several laboratories
STK33 kinase inh – inhibitors of human STK33 kinase; purified STK33, MBP phosphorylation, ADP-Glo luminescence; 320,000 compounds, 0.073% hits; inhibition, % at 10 µM; AID 2661; Q9BYT3;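 active means inhibition at or above 25%, using the most active replicate where run in duplicate; inactive means inhibition below 25%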
Target sequence (Q9BYT3 whole entry, looked up): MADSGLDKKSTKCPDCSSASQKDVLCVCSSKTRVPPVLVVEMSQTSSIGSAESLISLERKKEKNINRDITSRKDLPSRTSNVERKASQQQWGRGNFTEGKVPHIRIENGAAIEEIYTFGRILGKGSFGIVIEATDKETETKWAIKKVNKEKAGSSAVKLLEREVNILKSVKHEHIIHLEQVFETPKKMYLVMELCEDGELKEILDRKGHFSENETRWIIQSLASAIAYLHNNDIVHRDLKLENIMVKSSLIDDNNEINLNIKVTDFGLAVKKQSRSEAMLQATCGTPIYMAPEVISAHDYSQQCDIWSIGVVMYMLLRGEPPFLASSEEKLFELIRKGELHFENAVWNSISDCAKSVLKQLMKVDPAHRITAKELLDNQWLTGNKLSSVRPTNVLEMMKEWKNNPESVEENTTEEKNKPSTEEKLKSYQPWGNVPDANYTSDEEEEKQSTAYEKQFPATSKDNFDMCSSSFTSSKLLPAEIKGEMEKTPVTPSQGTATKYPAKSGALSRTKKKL
Kir21 inh – inhibitors of mouse Kir2.1 inward-rectifier potassium channel. HEK293-Kir2.1, FluxOR thallium flux fluorescence; active compounds read low. B-score at 10 µM. 310,000 compounds, 0.85% hits. AID 1672;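 active means fluorescence ratio B-score at or below minus 3 SD of library scores, with starting-brightness B-score within 2 SD, cut at about -4.2 in these data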;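 further: channel flux triggered by added potassium and thallium sulfate stimulus; B-score of peak minus minimum fluorescence over baseline after thallium stimulus; more negative B-score means stronger Kir2.1 block with less thallium influx; some compounds called inactive have numbers as strong as hits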
Target sequence (P35561 whole entry, looked up): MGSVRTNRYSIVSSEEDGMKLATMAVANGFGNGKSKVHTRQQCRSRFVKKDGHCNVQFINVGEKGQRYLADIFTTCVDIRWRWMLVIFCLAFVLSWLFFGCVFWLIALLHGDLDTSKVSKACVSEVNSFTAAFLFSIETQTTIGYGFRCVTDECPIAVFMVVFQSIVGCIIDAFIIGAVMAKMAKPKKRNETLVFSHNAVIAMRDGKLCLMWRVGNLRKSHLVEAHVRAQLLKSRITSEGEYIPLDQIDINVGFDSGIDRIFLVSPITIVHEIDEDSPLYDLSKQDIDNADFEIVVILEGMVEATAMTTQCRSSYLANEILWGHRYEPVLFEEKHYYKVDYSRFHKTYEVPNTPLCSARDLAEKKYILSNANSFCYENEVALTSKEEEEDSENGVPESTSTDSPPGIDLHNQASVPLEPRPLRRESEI
Active calls of the source: *; · = no result given. Rows were taken by chance; about 0.84% have a hit in one of these screens.

smiles	STK33 kinase inh	Kir21 inh
Cc1ccc2c(c1)N(CC(=O)NC1CCCCC1)C(=O)c1cccnc1O2	·	-0.01
C=CCNC(=O)c1c(O)c2cccc3c2n(c1=O)CCC3	-2.4	-0.14
Cc1nc(-c2cccc(NC(=O)c3ccc(-n4cccn4)cc3)c2)cs1	-0.4	·
CC1(C)C2CCC1(CS(=O)(=O)N1CCC(C(=O)O)CC1)C(=O)C2 (stereo not given)	-0.8	1.6
O=C(c1cccs1)N1CCN(C(=O)c2cn(-c3ccccc3)nc2-c2ccccc2)CC1	-1.2	·
Cc1cccc(-n2c(CNC(=O)c3ccc(S(=O)(=O)N4CCCCC4)cc3)n[nH]c2=S)c1	-6.2	-1.1
CCN(CC)C(=O)C1CCCN(c2ncnc3c2cnn3-c2cccc(C)c2)C1 (stereo not given)	2.2	-1.9
O=C(COC(=O)CNC(=O)c1ccc(Cl)cc1Cl)NC(=O)NCc1ccccc1	-1.1	-1.3

Ordered by the number under STK33 kinase inh (falling): 3 from the list above
smiles	STK33 kinase inh	Kir21 inh
Cc1nc(-c2cccc(NC(=O)c3ccc(-n4cccn4)cc3)c2)cs1	-0.4	·
O=C(c1cccs1)N1CCN(C(=O)c2cn(-c3ccccc3)nc2-c2ccccc2)CC1	-1.2	·
Cc1cccc(-n2c(CNC(=O)c3ccc(S(=O)(=O)N4CCCCC4)cc3)n[nH]c2=S)c1	-6.2	-1.1

(continued)
smiles	STK33 kinase inh	Kir21 inh
CN(CC(=O)NCc1cccs1)S(=O)(=O)c1cccc2nsnc12	0.0	-0.05
CCc1nnc(NC(=O)c2cc(-c3ccco3)nc3ccccc23)s1	-1.3	1.4
Cc1nn(C)cc1/C=N\NC(=O)Cc1ccc([N+](=O)[O-])cc1	1.0	2.6
O=C(CN1CCOCCOCCOCCOCC1)Nc1ccccc1	-0.7	1.2
COc1ccc(NC(=O)c2n[nH]c(=O)c3ccccc23)cc1S(=O)(=O)N1CCCCC1	-0.9	0
O=C1N/C(=N/N=C/c2ccc(O)cc2)SC1Cc1ccccc1 (stereo not given)	-2.5	-0.15
COC(=O)C(O)(CC(=O)Nc1ccc(OC(F)(F)F)cc1)C(F)(F)F (stereo not given)	0.1	-0.61
CCC(=O)c1ccc(OCC(=O)Nc2ccccc2C(=O)NC2CC2)cc1	0.2	·
COc1ccc(S(=O)(=O)N(C)c2ccc(C(=O)NCC3CCCO3)cc2)cc1 (stereo not given)	0.1	-0.4
Cc1cccc(NC(=O)CSc2nnc(NC(=O)C3CC3)s2)c1C	-0.5	1.7
COc1ccc2c(C=O)c[nH]c2c1	2.2	-1.8
CN1CCSc2ccc(C(=O)NCc3ccccc3F)cc21	-2.2	0.82
COC(=O)c1ccc(Cn2cnc3cnccc32)cc1	-1.3	-0.57
Cc1cc(C(=O)Nn2cnnc2)cs1	0.3	0
O=C(CSc1cccs1)Nc1ccc(Cl)cc1	0.7	0.81
CN(C(=O)NC(=O)C1=C(N2CCOCC2)/C(=C/c2ccccc2)CC1)S(C)(=O)=O	-0.3	-0.12
c1ccc(-c2nn3c(C4CCCCC4)nnc3s2)nc1	0.6	1.4
COc1ccc(NS(=O)(=O)c2ccc(OC)c(NC(=O)CNC(=O)c3ccc(OC)cc3)c2)cc1	0.3	·
CCOC(=O)N1CCN(C(=O)COC(=O)CN(C)S(=O)(=O)c2ccc(NC(C)=O)cc2)CC1	-0.7	0.31
O=C(NCc1ccccc1Cl)C(=O)c1c[nH]c2ccccc12	-0.1	1.4
O=C(c1nnsc1S(=O)c1ccc(Cl)cc1)N1CCOCC1 (stereo not given)	·	-7*
Cc1ccc(CCNC(=O)C2CCN(c3nn4c(=O)cc(C)nc4s3)CC2)cc1	-0.3	1.2
CC1CCCC(C)N1S(=O)(=O)c1ccc(NC(=O)CCn2cnc3ccccc3c2=O)cc1 (stereo not given)	0.2	1.3
Cc1cc2nc(SCCN3CCCC3)[nH]c2cc1C	0.5	-1.5
N#Cc1ccc(C(=O)Nn2cnnc2)cc1	-1.7	-1.7
O=C1CN(C(=O)COC(=O)c2cc(S(=O)(=O)N3CCOCC3)ccc2Cl)c2ccccc2N1	-0.4	-2.9
Cc1c(C(=O)n2cnc3ccccc32)cccc1[N+](=O)[O-]	-1.3	2.4
CCOc1ccc2nc(SCc3ccc(CC(=O)O)cc3)c(C#N)cc2c1	-1.4	0.76
COc1ccc(-c2cc(C(=O)NCCCn3ccnc3)no2)cc1	-0.4	3.4
COc1c(Cl)cc(Cl)cc1C(=O)Nc1ccc(CN2CCCCC2)cc1	0.8	-1.6
Cc1ccccc1C(=O)NC1CCN(CC(=O)NCc2ccc(F)cc2)CC1	-0.4	0.1
O=C(O)c1cc(NS(=O)(=O)c2ccc(F)cc2)cc(NS(=O)(=O)c2ccc(F)cc2)c1	-1.8	·
Cc1sc2ncnc(N3CCC(C(=O)Nc4ccccc4C(C)(C)C)CC3)c2c1C	-1.6	0.46
N#Cc1c(NC(=O)C2CCCO2)sc2c1CCCCC2 (stereo not given)	-0.7	-0.18
COc1ccc(C(=O)NC(=S)Nc2ccc(S(=O)(=O)Nc3cc(OC)nc(OC)n3)cc2)cc1	-0.4	0.99
CC(=O)c1ccc(OCC(=O)N2CCCC(Nc3ccc(C)c(C)c3)C2)cc1 (stereo not given)	-2.1	1.4
Cc1cccc(NC(=O)CNC(=O)COc2cccnc2[N+](=O)[O-])c1C	-1.5	·
Cc1cc(C(=O)CN2C(=O)NC(CC(C)C)C2=O)c(C)n1C1CC1 (stereo not given)	-1.4	·
COc1cc2c(cc1NCc1ccc3c(c1)OCO3)oc1ccccc12	-0.5	0
CN1CCN(S(=O)(=O)c2ccc3c(c2)NC(=O)CS3)CC1	0.9	-1.8
O=C(NC(=S)Nc1cccc(S(=O)(=O)NC2=NCCC2)c1)c1cc(-c2ccco2)nc2ccccc12	-0.2	-1.7
CCCOc1ccccc1NC(=O)c1c(-c2ccccc2)noc1C	·	-1.1
O=C(Nc1cc(=O)[nH]c2nc(-c3ccccc3)nn12)c1ccc(Cl)cc1	-0.2	-1.8
CC(Sc1nnc(C(C)N(C)C)n1-c1ccc(Cl)cc1)C(=O)Nc1ccc2c(c1)OCO2 (stereo not given)	1.7	-0.5
COc1cccc(Nc2nc3ccccc3c(=O)[nH]2)c1	-2.1	-0.41
O=[N+]([O-])c1ccc(/C=N/n2c(-c3ccccc3)n[nH]c2=S)cc1	-0.9	-0.01
C#CCCOC(=O)N1C2=NC(C(=O)OC)=C(C(=O)OC)[C@@H]3N(C)c4ccc(OC)cc4[C@]23C[C@H]1C(=O)OC	-0.2	1.2
CCn1c(-c2ccncc2)n[nH]c1=S	-0.1	-1.4
C=CCNCc1ccccc1[N+](=O)[O-]	-1.5	0.14
CCN(CC)C(=O)c1ccc(S(=O)(=O)Cc2ccc(C)cc2)c([N+](=O)[O-])c1	-1.6	-0.79
Cc1nnc2n1NC(c1ccc(Cl)cc1)C(C(=O)N1CCC(C)CC1)S2 (stereo not given)	-0.2	0.02
COc1ccc(N(C(=O)c2ccccc2OC)C2C=CS(=O)(=O)C2)c(OC)c1 (stereo not given)	-0.2	1.1
CCOC(=O)C1(Cc2cccc(OC)c2)CCN(CC(O)CO)CC1 (stereo not given)	-0.3	1.7
CN(CC(=O)Nc1ccccc1Cl)C(=O)CSc1nnc(N)s1	1.0	0.86
CCCCn1c(N)c(N(CCOC)C(=O)CN(C)S(=O)(=O)c2ccc(C)cc2)c(=O)[nH]c1=O	-0.4	-0.5
Cc1cccc(C(=O)/C=C2/c3ccccc3CC(C)(C)N2C)c1	-2.0	-1.2

Further compounds
smiles	STK33 kinase inh	Kir21 inh
Cc1ccc2[nH]c(=O)c(COC(=O)C3CCCCC3)cc2c1	-1.3	-0.11
COc1ccc(Cl)cc1N(CC(=O)Nc1ccccc1C(=O)N1CCCC1)S(C)(=O)=O	-1.2	0.36
COc1ccc2c(/C=N/Nc3ccc(C(=O)O)cc3)c[nH]c2c1	-0.1	-0.13
COc1ccc(Cc2nc3ccccc3n2C)cc1	-1.3	0.61
Cc1ccc(C(=O)NC2CCCc3ccccc32)o1 (stereo not given)	-0.1	2.7
CCc1nnc(NC(=O)CN2CCOCC2)s1	-0.7	0.19
COCCCN1C(=O)C(=O)/C(=C(/O)c2ccc(S(=O)(=O)N3CCOCC3)cc2)C1c1ccc(C(C)C)cc1 (stereo not given)	-1.7	0.96
COc1cc(C(C)=O)ccc1COc1ccc(C(=O)OCC(=O)NC(C)(C)C)cc1OC	-0.3	-0.7
CCN1C(=O)[C@H]2[C@@H](c3ccc(C)cc3)N3C(=O)N(c4ccccc4)C(=O)[C@@]3(CC)[C@H]2C1=O	-2.2	-0.64
C(=N/Nc1nccs1)/c1cccnc1	-0.3	0.37
Cc1cc(S(=O)(=O)N2CCOCC2)ccc1OCC(=O)Nc1ccc(Br)cc1F	-1.4	0.47
N#C/C(=N\Nc1ccc(Cl)c(Cl)c1)C(=O)C1CC1	-0.8	0.15
N#CCNC(=O)C1CC(=O)N(CCc2ccc(F)cc2)C1 (stereo not given)	-1.1	-1.5
CCOC(=O)c1ccc(CNCc2ccc(C)cc2)cc1	-1.1	-0.07
COc1cc(C(=O)Nc2nnc(C(F)(F)F)s2)c([N+](=O)[O-])cc1OC	-2.7	0.02
O=C1c2ccccc2-c2cccc(C(=O)N3CCN(C(=O)c4ccccc4)CC3)c21	-0.6	-0.99

Whole records, looked up by structure. Values in the order: STK33 kinase inh, Kir21 inh
`O=C1c2ccccc2-c2cccc(C(=O)N3CCN(C(=O)c4ccccc4)CC3)c21` as listed: -0.6, -0.99
`CCN1C(=O)[C@H]2[C@@H](c3ccc(C)cc3)N3C(=O)N(c4ccccc4)C(=O)[C@@]3(CC)[C@H]2C1=O` as listed: -2.2, -0.64
`COc1cc(C(=O)Nc2nnc(C(F)(F)F)s2)c([N+](=O)[O-])cc1OC` as listed: -2.7, 0.02
`N#C/C(=N\Nc1ccc(Cl)c(Cl)c1)C(=O)C1CC1` as listed: -0.8, 0.15

Continued.
Results follow in this order: STK33 kinase inh	Kir21 inh
- O=C(CCc1ccccc1)NNC(=O)C1CCCCC1
    -0.8	-0.07
- Cc1cc2c(n1-c1ccc(Cl)cc1)CC(C)(C)CC2=O
    1.3	0.26
- CC(=O)c1cccc(NC(=O)c2ccc(N(C)S(C)(=O)=O)cc2)c1
    -0.2	0.48
- OCCN(Cc1ccccc1)Cc1ccc(F)c(F)c1
    -1.3	-0.82
- Cc1ccc(SCCC(=O)Nc2nccs2)cc1
    -2.1	-0.15
- COC(=O)c1ccccc1NC(=O)c1ccccc1SC
    9.3	0.23
- CCCC(=O)Nc1cc2c3c(c1)C(C)C(=O)N3CCC2 (stereo not given)
    -0.5	-0.89
- CCOC(=O)c1c(NC(=O)c2ccccc2N(C)S(=O)(=O)c2ccccc2)sc2c1CCCC2
    1.2	0.11
- CCc1ccc(OCCNC(=O)c2cc(SC)ccc2Cl)cc1
    -1.5	-0.31
- CCc1ccccc1OCC(=O)OCC(=O)c1c(N)n(C)c(=O)n(C)c1=O
    -1.5	-0.05
- CN(CC(=O)NNC(=O)Cc1ccccc1F)S(=O)(=O)c1ccc(Cl)cc1
    ·	-0.09
- Cc1ccc([N+](=O)[O-])cc1N=Cc1ccc(Br)s1
    -0.9	1.1
- Cc1ccc(NC(=O)C(=O)NCCc2c[nH]c3ccccc23)cc1C
    0.6	0.78
- COc1ccc(COCC(CC(C)C)N2CCN(C(=O)c3cccc(C(F)(F)F)c3)CCC2=O)cc1 (stereo not given)
    -3.0	-0.75
- C(=C\c1nc2ccccc2[nH]1)/c1ccccc1
    20	0.22
- CCc1ccccc1NS(=O)(=O)c1cccc2nsnc12
    -1.8	-5.4*
- O=C1CC(N2CCN(Cc3ccc4c(c3)OCO4)CC2)C(=O)N1c1ccccc1 (stereo not given)
    -0.3	1.4
- Cc1cc(C)nc(NC(=O)c2cccs2)n1
    -0.3	1.1
- Cc1c(Br)cc(C(=O)N2CCN(CCO)CC2)c(C)c1C
    ·	-0.02
- Cn1nccc1C(=O)N/N=C/c1ccccc1[N+](=O)[O-]
    0.0	0.2
- CCOc1ccc(NC(=O)CSc2nc3cccnc3n2CC)cc1
    ·	-0.98
- COc1cc(/C=N/N2CCCCC2)cc(OC)c1O
    -2.0	-0.89
- CCN(CC)c1ccc(C2C3CCCCC3(O)CCN2CC(=O)Nc2ccccc2)cc1 (stereo not given)
    -0.9	-0.07
- CCC(NC(=O)c1cc(COc2ccc(F)c(F)c2)on1)c1ccncc1 (stereo not given)
    ·	-0.14
- O=C(COC(=O)COc1ccc(Cl)cc1Br)NC1CCCCCC1
    -0.6	·
- CN(C)c1nc(NCc2ccccc2)nc(N/N=C/c2ccc3c(c2)OCO3)n1
    -0.3	1.5
- CCN(C(=O)COc1ccc(F)cc1Br)c1c(N)n(Cc2ccccc2)c(=O)[nH]c1=O
    -1.6	·
- COc1ccc(OC)c(NS(=O)(=O)c2cccs2)c1
    -0.2	0.37
- COCCN(C(=S)Nc1cccc(C)c1)C(C)c1cccnc1 (stereo not given)
    0.1	-1.5
- Cc1cc(C)cc(OC(=O)c2cccnc2)c1
    -1.1	0.04
- Cc1nn(CCC#N)c(NC(=O)c2ccccc2)c1P(=O)(Nc1ccc(Br)cc1)N1CCOCC1 (stereo not given)
    -2.0	-0.91
- CC1CCCCC12NC(=O)N(CC(=O)N1CCN(c3ncccn3)CC1)C2=O (stereo not given)
    -0.3	·
- Cc1ccc2[nH]c(=O)c(CN(Cc3ccco3)C(=O)c3ccncc3)cc2c1
    -0.8	-0.73
- Cc1sc2c(c1C)C(=O)NC(c1ccccc1F)N2 (stereo not given)
    -1.1	0.71
- Nc1cc(=O)[nH]c(N2CCN(c3ccccc3)CC2)n1
    0.4	0.02
- CNC(=O)NC(=S)NC(=O)c1ccc(OC)cc1
    0.4	1.6
- COc1ccc2ccccc2c1/C=N/Nc1ccc(Cl)c(C(=O)O)c1
    -0.8	-0.23
